Screening data as filed in PubChem BioAssay.
MC4R antagonist – antagonists of human melanocortin 4 receptor (MC4R). inhibition, % at 6.5 µM. MC4R-expressing cells, MTII-stimulated cAMP, LANCE TR-FRET. AID 540295. 360,000 tested, 0.48% active. P32245;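 active means inhibition above its plate's cutoff, the mean of tested wells on that plate plus 3 SD, cut at about 29% in these data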;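 further: 0% = Melanotan II alone and 100% = Melanotan II plus saturating MCL0020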
Target sequence (P32245 whole entry, looked up): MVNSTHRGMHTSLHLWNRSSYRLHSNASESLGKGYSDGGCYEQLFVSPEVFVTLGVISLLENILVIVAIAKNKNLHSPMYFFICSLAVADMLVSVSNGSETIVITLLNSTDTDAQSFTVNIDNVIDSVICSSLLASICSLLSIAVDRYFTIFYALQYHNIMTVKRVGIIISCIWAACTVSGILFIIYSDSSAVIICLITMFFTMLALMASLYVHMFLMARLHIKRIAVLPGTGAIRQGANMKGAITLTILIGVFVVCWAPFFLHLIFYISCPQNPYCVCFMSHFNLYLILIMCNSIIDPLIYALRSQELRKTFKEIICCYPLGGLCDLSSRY
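material = U2OS cells stably expressing human melanocortin 4 receptor (MC4R) | also added = Melanotan II challenge | dosing = single nominal compound dose of 6.5 µM | detection = TR-FRET with Eu-cAMP and labeled anti-cAMP, 671 nm | replication = singlicate | timing = compound 30 min, challenge 1 h, detection 1 h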
N-glyco inh – blocks N-linked glycosylation in D54 reporter cells; reporter increase, % at 12.5 µM; AID 588692; 360,000 tested, 0.23% active; D54 ERlucT glycosylation luciferase reporter, 24 h; percent of 100 nM tunicamycin response;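 active means mean luciferase reporter signal, scaled so untreated is 0 and the glycosylation-blocking control 100, at or above a set limit in every replicate; inconclusive means mean reaches the limit but not every replicate does; inactive means mean below the limit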;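 further: luciferase carries N-glycosylation sites so blocking glycosylation raises the light; 0% = median of neutral control wells and 100% = median of 100 nM tunicamycin wells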
m5-HT2A agonist – mouse HTR2A agonism via beta-arrestin recruitment; activation, % at 7.6 µM; P35363; CHO-K1 mHTR2A beta-arrestin complementation, luminescence; percent of 30 µM serotonin response; 360,000 tested, 0.66% active;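 active means activation above a run cutoff, the mean activation of all tested compounds plus 3 SD, cut at about 14% in these data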;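 further: 0% = plate median of compound wells and 100% = 30 µM serotonin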
Target sequence (P35363 whole entry, looked up): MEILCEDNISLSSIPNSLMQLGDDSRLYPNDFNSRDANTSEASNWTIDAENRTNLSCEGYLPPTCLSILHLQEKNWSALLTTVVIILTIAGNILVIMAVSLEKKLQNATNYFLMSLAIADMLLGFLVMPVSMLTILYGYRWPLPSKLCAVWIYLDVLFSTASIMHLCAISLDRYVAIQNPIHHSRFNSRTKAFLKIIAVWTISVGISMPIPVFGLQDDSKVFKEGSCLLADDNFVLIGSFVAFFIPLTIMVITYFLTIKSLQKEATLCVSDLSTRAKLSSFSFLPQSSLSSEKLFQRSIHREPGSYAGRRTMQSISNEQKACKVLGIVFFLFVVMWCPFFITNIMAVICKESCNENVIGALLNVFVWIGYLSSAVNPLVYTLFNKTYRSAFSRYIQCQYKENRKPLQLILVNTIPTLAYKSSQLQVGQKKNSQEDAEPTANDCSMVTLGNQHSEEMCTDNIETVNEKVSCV
aDG glyco act – alpha-DG glycosylation activation. AID 624168. activation, % at 10 µM. 360,000 tested, 0.22% active. Pro5-aDG cells, alpha-DG glycosylation AlphaScreen (IIH6); 0% Pro5, 100% B10-LARGE cell signal;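 active means activation of at least 8% versus controls, or a plate z-score of at least 8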;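 further: Pro5 are CHO cells carrying HIG-tagged alpha-DG that lacks glycosylation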
Cardio protect – myocardial damage modulation in H9c2 cells; H9c2 cardiomyocytes, H2O2 injury protection, ATPLite, 2 h; protection from H2O2 cell death, % at 20 µM; 360,000 tested, 0.63% active; AID 588492;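 active means compounds giving at least 50% protection of heart cells from peroxide-induced death in the single-dose screen, raw or plate-pattern-corrected value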;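 further: 0% = DMSO wells with peroxide and 100% = DMSO wells without peroxide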
Granule exo inh – blocks lytic granule exocytosis | TALL-104 LAMP-1 surface exposure, flow cytometry; cells stimulated with thapsigargin and PMA | 360,000 tested, 0.66% active | inhibition, % at 10 µM;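 active means inhibition above about 55%, limit read from the data; inconclusive means no clear call, values can overlap the other calls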
MC4R barr agon – activates human MC4R beta-arrestin recruitment | U2OS MC4R beta-arrestin complementation, luminescence; percent of melanotan II response, DMSO zero | AID 540308 | 360,000 tested, 0.98% active | activation, % at 8.9 µM;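 active means activation above a per-plate cutoff, the mean activation of sample wells on that plate plus 3 SD, cut at about 8% in these data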
ABCB6 inh 2 – human ABCB6 transporter inhibition; fluorescence ratio to DMSO, % at 10 µM; K562-ABCB6 porphyrin accumulation, flow cytometry, 1 h; hits give low values; Q9NP58; 360,000 tested, 0.19% active;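 active means fluorescence ratio to DMSO below 75%, the collection mean minus 3 SD; inconclusive means too few cells collected in the well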;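 further: signal is porphyrin accumulated inside mitochondria; 100% equals median channel fluorescence of DMSO control wells; lower ratio means ABCB6 inhibition with less porphyrin fluorescence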
hiPSC survival – enhancers of human iPSC single-cell survival. hiPSC single-cell survival, ATPlite luminescence; 100% = ROCK inhibitor wells, 0% = DMSO. survival enhancement, % at 20 µM. 360,000 tested, 0.044% active. AID 602274; in the data active means survival enhancement above about 18%;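 further: cells exposed to compounds for 16 hours before the ATP read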
ABHD5 PLIN5 PPI – ABHD5-PLIN5 protein interaction inhibition; Q00G26+Q8WTS1; Split G. princeps luciferase complementation, luminescence, 4 h; inhibition, % at 4 µM; 360,000 tested, 0.78% active; AID 602281;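 active means inhibition above the mean inhibition across every tested compound plus 3 SD, cut at about 22% in these data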;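 further: 0% = DMSO only wells and the 100% control is not disclosed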
The depositor's hits bear a star; ? = inconclusive; . = no result given.

SMILES,MC4R antagonist,N-glyco inh,m5-HT2A agonist,aDG glyco act,Cardio protect,Granule exo inh,MC4R barr agon,ABCB6 inh 2,hiPSC survival,ABHD5 PLIN5 PPI
O=C(Cc1cc(=O)oc2cc(O)ccc12)N[C@@H](Cc1c[nH]c2ccccc12)C(=O)O,7,3,4,0.0,2,4,-1.0,97,0.5,-7
CC(C)(C)NCC(O)COc1c(F)cc(Br)cc1F (stereo unspecified),-3,-2,2,0.3,1,-5,-1.9,97,3.0,5
O=[N+]([O-])c1cccc(CN2CCN(Cc3ccco3)CC2)c1,3,0,-8,-0.2,-5,-13,-1.3,113,0.1,-3
O=C1c2ccccc2C(Nc2cccnc2)N1Cc1ccccc1 (stereo unspecified),4,1,-7,-0.2,-3,-6,0.9,102,1.2,-9
Cc1cc(C)c(S(=O)(=O)/N=C2/C=C(Sc3ncn[nH]3)C(=O)c3ccccc32)cc1C,62*,-8,4,-0.7,-19,98*,-3.7,104,-3.0,18
C=CCn1c(CNC(=O)c2ccco2)nnc1SCC(=O)c1ccc(F)cc1,16,1,-7,0.1,1,1,-0.8,98,-0.5,1
CCOc1ccccc1N1CCN(C(=O)c2ccc3[nH]c(C)c(C)c3c2)CC1,-10,12,-7,-0.3,8,5,-2.9,95,-0.3,0
Cc1cc(NC(=O)/C(C#N)=C\c2ccc(-c3ccc(SC(F)F)cc3)o2)n(-c2ccccc2)n1,1,1,-4,-0.2,-2,-3,3.5,104,0.4,3
O=C(COC(=O)c1nc(Cl)ccc1Cl)NC1CCS(=O)(=O)C1 (stereo unspecified),4,2,10,-0.1,-3,4,0.4,101,0.2,-7
Nc1cccnc1Oc1ccccc1F,-3,1,0,-0.1,-2,14,-0.2,97,0.1,-10
N#Cc1c(N2CCCCC2)nc(N)c2c(N)nc3c(c12)CC(c1ccccc1)O3 (stereo unspecified),4,6,-3,1.0,5,3,-1.4,88,-0.5,-2
COc1ccccc1C(CC(=O)c1ccccc1)C(=O)c1ccccc1 (stereo unspecified),.,.,0,-0.2,.,4,.,.,.,-10
COc1ccc(OC)c(NC(=O)C23CCC(C)(C(=O)C2)C3(C)C)c1 (stereo unspecified),4,0,0,-0.1,8,0,-1.1,97,-0.7,-1
O=C(CN1C(=O)NC2(CCCC2)C1=O)Nc1nc2c(F)cc(F)cc2s1,1,1,3,0.0,-6,-3,-1.7,95,-0.5,-2
O=C(NNc1cccc(Cl)n1)c1c(F)cccc1F,4,2,0,0.7,4,-3,-2.0,94,-0.7,1
Nc1cc(=O)[nH]c(SCC(=O)Nc2cc([N+](=O)[O-])ccc2Cl)n1,-1,-1,-2,-0.4,1,0,-2.2,98,2.7,5
Cc1ccc(OCCN2C(=O)c3ccccc3C2=O)cc1,3,3,-5,0.2,-1,0,5.0,94,-1.7,1
O=C(Nc1ccc(N2CCOCC2)c(Cl)c1)c1ccc([N+](=O)[O-])o1,23,?,2,-0.7,-36,4,-3.0,106,-5.5,-3
O=C(O)c1cc(-c2ccccc2Cl)n[nH]1,-7,2,-3,0.1,-4,-4,-0.7,101,0.9,5
CC(=O)N1CCN(S(=O)(=O)c2cccc(C(=O)Nc3ccccc3N3CCCCC3)c2)CC1,1,-3,4,-0.2,9,3,3.8,99,-0.5,5
COc1cccc(C2CC(=O)Nc3n[nH]c(-c4ccccc4)c32)c1OC (stereo unspecified),19,-2,1,0.1,1,-8,0.2,102,-0.1,-3
O=C(O)CN=C1NC2(CCCC2)Cc2ccccc21,6,0,3,0.0,4,-8,-1.6,92,0.4,-4
CSc1nc(N)c2c(C)c(C)sc2n1,1,3,5,-0.4,2,3,-3.0,97,1.6,-2
CC1CCCN(C(c2cccs2)c2nnnn2Cc2ccccc2)C1 (stereo unspecified),-1,-7,2,0.2,-16,17,-0.3,97,0.6,-6
CN1CCN(CCCNC(=O)CCN2C(=O)COc3ccccc32)CC1,-4,0,2,0.0,3,0,-2.3,96,0.2,0
OCCCN1c2ccccc2Nc2nnc(-c3ccccc3)cc21,0,1,9,-0.2,-21,0,-1.4,97,-2.8,2
NC(=O)c1nsc(C(=O)N(Cc2ccc(F)cc2)C(C(=O)NCC2CCCO2)c2ccc(O)cc2)c1N (stereo unspecified),8,2,-2,-0.1,7,-16,-1.6,100,-0.6,-7
CC(NC(=O)c1ccco1)C1COc2ccccc2O1 (stereo unspecified),10,-2,0,0.0,0,-6,-2.0,99,6.4,3
CCOC(=O)c1nnn(-c2ccc([N+](=O)[O-])cc2)c1C,15,0,-2,-0.1,17,25,-2.0,101,1.7,-3
O=C1CSC(=S)N1/N=C/c1cc(Br)c(O)c(Br)c1,6,1,4,-0.1,-9,6,-0.9,118,0.8,-10
Cc1ccc(CN(C)C(=O)c2ccc(S(=O)(=O)N(C)c3ccccc3)cc2)o1,-4,0,-7,0.1,2,0,-1.3,97,-0.3,4
CCCCC1(C)NC(=O)N(CC(=O)N2CCc3ccccc32)C1=O (stereo unspecified),3,1,-3,0.1,1,0,-2.1,91,0.8,2
Cc1ccc(NC(=O)CSCc2c(C)noc2C)cc1C,-3,0,-4,0.1,8,2,-1.2,81,-1.1,1
COc1ccc(N2c3ccccc3CN(Cc3ccccc3)[C@@H](C)[C@H]2Cc2c(C)cccc2C)cc1,.,.,-6,-0.2,.,10,.,.,.,-19
COc1cc(C=O)cc(OC)c1OS(=O)(=O)c1ccc(NC(C)=O)cc1,6,-1,2,-0.1,2,1,0.0,102,-0.4,-2
CCC(C)Sc1nc2ccccc2n1CC(=O)O (stereo unspecified),10,-1,1,-0.2,1,-3,-2.9,104,-1.3,3
CN(C)S(=O)(=O)c1ccc(N2CCCC2)c(C(=O)NCC(=O)Nc2ccc(F)c(F)c2)c1,1,-2,10,0.0,9,-1,-2.9,96,2.6,0
COC(=O)c1c(NC(C)=O)sc2c1CCN(Cc1ccccc1)C2,12,0,0,-0.3,8,3,1.9,93,-0.8,-12
O=C(NC1CCOCC1)C1CCC(=O)N(CCc2ccc(Cl)cc2)C1 (stereo unspecified),6,3,-5,-0.4,4,-1,-2.8,89,-0.5,2
Cc1ccc(S(=O)(=O)N2CCC(C(=O)NCc3ccccc3Cl)CC2)cc1,17,-2,-5,0.1,-5,1,-0.5,95,1.3,0
O=S(=O)(c1ccc(C(F)(F)F)cc1)N1CCCN(c2ccc(C(F)(F)F)cn2)CC1,3,-2,-18,0.2,-3,40,0.1,101,-0.2,-11
COc1cccc(C(=O)c2c[nH]c(C(=O)NCCCN3CCOCC3)c2)c1,19,1,-3,-0.2,3,-5,-2.2,101,-0.8,-5
OCC1(CCCc2ccccc2)CCN(Cc2cc(F)ccc2F)CC1,-2,-1,-4,-0.2,4,-2,-0.8,99,0.7,1
CCC(C)C(NC(=O)CCC(=O)OCC(=O)[C@@]1(O)CCC2[C@@H]3CCC4=CC(=O)C=C[C@]4(C)C3[C@@H](O)C[C@@]21C)C(=O)O (stereo partly specified),1,1,9,-0.1,-2,0,-1.7,103,-0.3,5
O=c1[nH]ncc(N/N=C\c2cccs2)c1Cl,2,10,-2,-0.2,22,-3,-0.1,102,-0.8,0
O=c1c2c(-c3cccs3)csc2ncn1-c1ccccc1,13,2,-7,2.6,-6,-1,0.7,47*,-1.9,3
C/C=C1\COC(C(=O)NCCCN2CCCC2=O)(C(F)(F)F)C=C1C=C(C)C (stereo unspecified),11,2,-9,0.3,-2,12,-1.6,104,-0.4,8
N#CCOC(=O)C1CCN(S(=O)(=O)c2ccc3c(c2)OCCO3)CC1,14,4,2,0.1,16,1,-2.3,97,-0.2,3
Cc1ccc(C(=O)C(O)C(c2ccc(C)cc2)N2CCCCC2)cc1 (stereo unspecified),14,0,-2,-0.1,13,0,0.9,98,-2.6,-1
CC(C)CNC(=O)c1ccc2c(c1)C(=O)N(C1CCCCC1)C2=O,-2,-1,0,-0.2,23,19,0.7,98,-0.5,-4

Additional structures
SMILES	MC4R antagonist	N-glyco inh	m5-HT2A agonist	aDG glyco act	Cardio protect	Granule exo inh	MC4R barr agon	ABCB6 inh 2	hiPSC survival	ABHD5 PLIN5 PPI
COc1cc(C2N(Cc3ccccc3)CCN2Cc2ccccc2)ccc1OC(C)=O	5	-2	1	0.0	-1	31	-0.4	94	-0.5	2
CCOc1ccc2oc(C(=O)NC3CCN(Cc4ccccc4)CC3)c(C)c2c1	4	-9	0	3.8	3	10	0.2	95	-0.6	0
Cc1ccc(CS(=O)(=O)CCC(=O)NCCN2CCCCC2C)cc1 (stereo unspecified)	-3	0	-3	-0.2	3	0	-0.9	101	-1.7	-1
CC(=O)Nc1ccc2nc(CN3CCN(CC=C(C)C)C(CCO)C3)ccc2c1 (stereo unspecified)	0	0	-3	-0.5	13	-10	0.6	103	-1.8	1
COc1cc(C2NC(=O)NC(O)(C(F)(F)F)C2C(C)=O)cc(OC)c1OC (stereo unspecified)	4	1	4	0.1	-4	-4	1.0	104	1.6	-3
COc1ccc2c(c1)[nH]c1c(=O)n(/N=C/c3ccc(OC)c(CN4CCCCC4)c3)cnc12	-2	1	-4	0.1	3	0	1.8	96	-0.6	-2
